KCNQ1 pot – human KCNQ1 channel potentiation or activation; P51787; B-score at 10 µM; CHO-K1 KCNQ1, thallium flux FluxOR fluorescence; active compounds read high; actives 0.35% (n = 310,000);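 active = fluorescence ratio B-score, a plate-corrected score, at least three library SD, with initial intensity B-score within 5 SD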
Target sequence (P51787 whole entry, looked up): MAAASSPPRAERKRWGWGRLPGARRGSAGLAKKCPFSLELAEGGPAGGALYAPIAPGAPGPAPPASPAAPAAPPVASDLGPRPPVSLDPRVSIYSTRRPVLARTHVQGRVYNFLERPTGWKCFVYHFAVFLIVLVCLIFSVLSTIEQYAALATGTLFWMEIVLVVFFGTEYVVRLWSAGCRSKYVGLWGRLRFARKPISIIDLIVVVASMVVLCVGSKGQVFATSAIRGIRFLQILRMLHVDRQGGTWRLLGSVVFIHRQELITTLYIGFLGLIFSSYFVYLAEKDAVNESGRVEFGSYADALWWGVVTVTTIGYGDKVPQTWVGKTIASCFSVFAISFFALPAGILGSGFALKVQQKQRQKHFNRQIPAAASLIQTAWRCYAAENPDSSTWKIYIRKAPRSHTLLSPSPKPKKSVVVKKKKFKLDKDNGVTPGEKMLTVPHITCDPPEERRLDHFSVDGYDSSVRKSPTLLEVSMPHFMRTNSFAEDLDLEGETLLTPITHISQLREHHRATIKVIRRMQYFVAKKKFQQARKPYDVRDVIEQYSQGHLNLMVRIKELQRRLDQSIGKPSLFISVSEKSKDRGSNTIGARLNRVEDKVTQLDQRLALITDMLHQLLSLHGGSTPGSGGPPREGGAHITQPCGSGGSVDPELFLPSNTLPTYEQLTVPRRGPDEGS
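assay system = CHO-K1 cells stably expressing KCNQ1 | medium = assay buffer, equal DMSO in all wells | timing = 37 °C overnight plating, 90-min dark dye load, 20-min compound pretreatment | measured by = kinetic FluxOR thallium fluorescence, 10-s 1-Hz baseline, 110-s post-stimulus read | measure = fluorescence change relative to baseline, converted to B score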
KCNK9 inh – inhibitors of human KCNK9 two-pore domain potassium channel; Q9NPC2; HEK293 KCNK9, FluxOR thallium flux fluorescence; active compounds read low; B-score at 10 µM; actives 1.2% (n = 310,000);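 active = ratio B-score over 3 SD below the library mean, with starting fluorescence within 5 SD of its mean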;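 note: negative B-score means less thallium flux so channel inhibition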
HDAC3 inh – inhibitors of human histone deacetylase 3; O15379; actives 0.15% (n = 320,000); recombinant HDAC3, fluorogenic peptide/trypsin coupled, fluorescence; inhibition, % at 8.3 µM; in the data active = inhibition above about 26%, passing the limit was not always enough; inconclusive = no clear call, values can overlap the other calls
Target sequence (O15379 whole entry, looked up): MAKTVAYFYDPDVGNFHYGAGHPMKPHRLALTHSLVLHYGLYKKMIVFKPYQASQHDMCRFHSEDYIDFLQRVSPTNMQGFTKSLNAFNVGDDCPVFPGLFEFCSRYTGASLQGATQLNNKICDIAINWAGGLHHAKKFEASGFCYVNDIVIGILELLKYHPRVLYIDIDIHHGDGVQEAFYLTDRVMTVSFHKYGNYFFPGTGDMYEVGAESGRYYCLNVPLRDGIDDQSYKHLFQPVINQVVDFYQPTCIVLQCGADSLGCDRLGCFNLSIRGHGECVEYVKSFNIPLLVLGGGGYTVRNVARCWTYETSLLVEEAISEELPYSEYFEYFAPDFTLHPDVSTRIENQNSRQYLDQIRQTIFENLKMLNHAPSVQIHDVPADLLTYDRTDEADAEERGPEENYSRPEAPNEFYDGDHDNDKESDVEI
GSK3 alpha inh – blocks human GSK-3 alpha kinase | ADP-Glo luminescence, 60 min | inhibition, % at 10 µM | P49840 | actives 0.1% (n = 320,000);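 in the data active = inhibition above about 50%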;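 note: GST-tagged GSK-3 alpha with peptide substrate and 25 µM ATP; 0% = DMSO neutral wells and 100% = GW8510 positive control wells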
KCNQ1 inh – human KCNQ1 channel inhibition | CHO-K1 KCNQ1, FluxOR thallium flux fluorescence; active compounds read high | B-score at 10 µM | actives 1.3% (n = 310,000) | AID 2642;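 active = compounds whose thallium flux B-score, printed positive for inhibition, exceeds three library SD while starting fluorescence stays within three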;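 note: channel opened by potassium depolarization with thallium stimulus after 20 min compound exposure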
PolyA inh – inhibitors of polyadenylation in S. cerevisiae; S. cerevisiae SKY197-pL101 polyadenylation reporter, beta-gal luminescence; efflux-impaired pdr1/pdr3 knockout yeast; score 100 = 6 SD above DMSO; calls only at 12 µM; actives 0.02% (n = 300,000); AID 1875;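 active = lowest replicate activity score at least 50, where 100 means six control SD above control mean; inconclusive = lowest score under 50 but half or more replicates reach 50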;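 note: yeast exposed to compound for 9 h at 30 °C; higher score means more reporter readthrough which indicates perturbed polyadenylation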
KCNK3 inh – human KCNK3 channel inhibition, primary screen | CHO-KCNK3 thallium flux, FluxOR fluorescence; active compounds read low | actives 0.84% (n = 340,000) | O14649 | B-score at 10 µM;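 active = B-score under library mean minus 4 SD, starting fluorescence ratio at most library mean plus 5 SD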;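 note: more negative B-score means stronger inhibition of thallium flux through KCNK3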
GSK3B inh – inhibitors of human GSK3beta kinase; AID 2097; activity score (negative = inhibition), % at 10 µM; GST-GSK3beta kinase, ADP-Glo luminescence, 60 min; active compounds read low; actives 0.038% (n = 300,000); P49841;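 active = more than half of replicate wells score below -50%, meaning over 50% inhibition versus plate controls; inconclusive = some replicates but at most half score below -50%; inactive = no replicate scores below -50%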;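 note: 0% = median DMSO wells and -100% = median GW8510 positive control wells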
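test system = GST-tagged human GSK3beta kinase, cell-free | reagent = 25 µM ATP with peptide substrate | dosing = one dose of 10 µM per compound | schedule = 60 min reaction, RT | detection = luminescent ADP-Glo measurement of ADP formed | control set = DMSO neutral wells and GW8510 at 20 µM as positive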
DYRK1A inh – blocks rat Dyrk1A kinase activity; Q63470; ADP-Glo luminescence, NFATc1 peptide; inhibition, % at 12.5 µM; actives 0.43% (n = 310,000); AID 504441; in the data active = inhibition above about 50%;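 note: plate controls were vehicle with enzyme for no effect and no enzyme for full effect; many of its hits are not listed in these tables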
hERG protect – compounds protecting human hERG from proarrhythmic drug block | activation (rescue from dofetilide block), less the hit threshold, % at 10 µM | Q12809 | actives 0.51% (n = 310,000) | CHO-hERG, FluxOR thallium flux, dofetilide IC70 present;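 active = activation above the mean of controls blocked by dofetilide plus 5 SD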;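 note: thallium influx through hERG after potassium depolarization seen as dye fluorescence rise; in these data hits start at about 4.7%; inactives centre near -7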
RGS4 pot – potentiators or activators of RGS4; HEK293 M3R/inducible RGS4, carbachol calcium flux Fluo4; active compounds read low; B-score at 10 µM; actives 0.92% (n = 310,000); AID 463111;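 active = B-score of the integrated calcium signal more than 4 SD below the library mean, with starting fluorescence not abnormally high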;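 note: negative B-score means reduced calcium response which marks RGS4 activation or potentiation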
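System: HEK293 FlpIn-TREx cells, stable M3R, doxycycline-inducible RGS4. Timing: overnight RGS4 induction, 30 min dye load 37 °C, 20 min compound RT. Also added: carbachol, ECmax concentration. Measured by: Fluo4 fluorescence kinetic imaging of calcium. Evaluation: integrated calcium ratio converted to B score.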
The depositor's hits bear a star; i = inactive; ? = inconclusive; . = not tested or not shown. A portion of the library (hit frequency here may not be typical).

SMILES	KCNQ1 pot	KCNK9 inh	HDAC3 inh	GSK3 alpha inh	KCNQ1 inh	PolyA inh	KCNK3 inh	GSK3B inh	DYRK1A inh	hERG protect	RGS4 pot
CCOC(=O)C1=C(CC)Nc2ccccc2N=C1NC(=O)Nc1ccccc1OC	i	i	2	-4	i	i	i	2	1	-7	i
O=C(c1cc([N+](=O)[O-])cc([N+](=O)[O-])c1)N1CCN(C(=O)c2ccco2)CC1	i	i	-2	-2	i	i	i	1	-2	-4	i
COc1cc(S(=O)(=O)N(Cc2ccc(C)cc2)Cc2ccco2)ccc1-n1cnnn1	i	i	7	-3	i	i	i	-1	-3	-1	i
COc1cc(CN2C(=S)NC(C)(C)CC2(C)O)cc(OC)c1 (centres undefined)	i	i	-1	0	i	i	i	-3	1	-5	i
Cc1ccc(S(=O)(=O)N(C)c2ccc(OC(=O)CN3C(=O)NC4(CCCC4)C3=O)cc2)cc1	i	i	1	-2	i	i	i	0	-5	-7	i
N/C(Cc1ccc([N+](=O)[O-])cc1)=N\OC(=O)COc1ccc2ccccc2c1	i	-7.8*	8	0	i	i	-8.9*	4	.	-5	-7.2*
CCS(=O)(=O)CCSc1nc(C)cc(C)n1	i	i	5	4	i	i	i	-3	-1	-6	i
CC(C)[C@H](NC(=O)OCc1ccccc1)C(=O)OCC(=O)Nc1c(F)cccc1F	i	i	3	0	i	i	i	-3	-2	-2	i
COc1cccc(C2=NOC(C(=O)NCc3cccs3)C2)c1 (centres undefined)	i	i	-5	-2	i	i	i	1	2	-5	i
O=C(Nc1ccc(Cl)cc1)N1CCC(CO)(Cc2ccccc2)CC1	i	i	1	-2	i	i	i	1	-2	-1	i
Cc1ccc([N+](=O)[O-])cc1NC(=O)CN1CCCCC1	i	i	3	4	i	i	i	-2	-2	-7	i
O=S(=O)(Nc1ccccc1N1CCCCC1)c1cccs1	i	i	-3	-1	i	i	i	2	7	-4	i
CCCCNC(=O)N1CCc2ccccc2C1	i	i	2	-1	i	i	i	-3	5	-5	i
COCCN(C(=O)c1snc(C(N)=O)c1N)C(C(=O)NC1CCCCC1)c1ccc(N(C)C)cc1 (centres undefined)	i	i	3	-1	i	i	i	-2	.	-14	i
Cc1cc(/C=C(\C#N)C(=O)NC2CCCCCC2)c(C)[nH]1	i	i	0	-2	i	i	i	3	-7	-4	i
COc1ccc(C(=O)CSc2nnc(-c3cc4ccccc4cc3O)n2Cc2ccco2)cc1	i	i	10	0	i	i	i	-3	1	-19	i
CCOc1ccccc1OCCN1CCC(Cc2ccccc2)CC1	i	i	11	2	i	i	i	-1	-6	-12	i
CCNC(=S)/C(=C(/[O-])c1ccc([N+](=O)[O-])cc1)[n+]1ccccc1	i	i	9	-1	i	i	i	2	-5	-8	i
Cc1ccccc1S(=O)(=O)Cc1ccc(C(=O)NC2CC2)o1	i	i	?	-3	i	i	i	1	0	-5	i
CCOC(=O)C1=C(CSc2nc3ccccc3s2)NC(=O)NC1c1cc(C)ccc1C (centres undefined)	i	i	-1	0	i	i	i	1	-6	0	i
Cc1nn(-c2ccccc2)c2sc(C(=O)NC3CCCCC3)cc12	i	i	-1	-2	i	i	i	4	1	3	i
Cc1ccc(C)c(C(=O)CSc2n[nH]c(-c3ccncc3)n2)c1	i	i	2	-1	i	i	i	-2	0	-18	i
COc1ccc(OC)c(S(=O)(=O)N2CCCC(C)C2)c1 (centres undefined)	i	i	3	3	i	i	i	1	2	-10	i
CC(C)(C)c1ccc(S(=O)(=O)Nc2cccc(C3OCCCO3)c2)cc1	i	i	8	-1	i	i	i	-2	4	-16	i
CCOC(=O)C1CNc2cc(S(=O)(=O)CC)ccc2O1 (centres undefined)	i	i	-3	-3	i	i	i	6	.	-6	i
Cc1ccc(NC(=O)C2CCC(N3C(=O)C4CCCCC4C3=O)CC2)cc1 (centres undefined)	i	i	4	-1	i	i	i	0	1	-11	i
Cc1ccc(S(=O)(=O)NCCC(=O)NCCN2CCCCCC2)cc1	i	i	0	0	i	i	i	1	11	-8	i
COC(=O)c1nc(-c2ccccc2)n[nH]1	i	i	-1	-2	i	i	i	2	2	-17	i
CCOc1ccc2nc(CN3CCN(Cc4ccccc4OCC)C(CCO)C3)ccc2c1 (centres undefined)	i	i	-11	-4	i	i	i	1	-3	-11	i
CCCCn1c(NC(=O)C2CCCCC2)nc2ccccc21	i	i	-4	-1	i	i	i	2	-5	-8	i
C=CCn1c(SCC(=O)c2ccc(OC)cc2)nnc1C(C)NC(=O)c1cccs1 (centres undefined)	i	i	-2	-2	i	i	i	-4	-7	-4	i
O=c1[nH]c(=S)[nH]c2[nH]c(=S)[nH]c12	i	i	17	-2	i	i	.	0	.	-14	i
O=C(COC(=O)CCNS(=O)(=O)c1ccccc1)NNC(=O)c1ccccc1	i	i	3	-3	i	i	i	5	-2	-13	i
CC(=O)Nc1ccc(CN2CCN(Cc3ccc(C)cc3)C(CCO)C2)cc1 (centres undefined)	i	i	-4	-5	i	i	i	-4	-1	-9	i
NC1=NC2(CCCCC2)N=C(Nc2ccc(Br)cc2)N1	i	i	.	-2	i	i	i	-1	-2	-13	i
CCc1cccc(CC)c1NC(=O)C(NS(=O)(=O)c1cccs1)c1ccccc1 (centres undefined)	i	i	-2	-3	i	i	i	2	0	-2	i
CCn1c2ccccc2c2cc(NC(=S)N3CCOCC3)ccc21	i	i	4	-2	i	i	i	4	24	-6	i
CCN1CCN(CCCN(Cc2ccco2)C(=S)Nc2ccc(Cl)c(C)c2)CC1	i	i	-2	-1	i	i	i	-1	.	-7	i
COc1cc(OC)c(NC2=NCCCCC2)cc1Cl	i	i	-2	-1	i	i	i	-10	21	-6	i
COc1ccc(CCNC(=O)CC(=O)NCCc2ccc(OC)cc2)cc1	i	i	4	0	i	.	i	0	2	-7	i
CCOC(=O)C1(Cc2ccccc2C)CCCN(C(=O)CCc2cccnc2)C1 (centres undefined)	i	i	7	-2	i	i	i	0	5	-15	i
COc1ccc(NC(=O)c2ccccn2)cc1	i	i	-11	-5	i	i	i	2	4	-2	i
O=C(CN1C(=O)COc2ccc(S(=O)(=O)N3CCCCCC3)cc21)NCc1ccc(F)cc1	i	i	1	-1	i	i	i	-2	19	-9	i
COc1ccccc1-n1nc(C)cc1N	i	i	10	-1	i	i	i	3	1	-17	i
COc1ccc(CNC(=O)c2ccccc2[N+](=O)[O-])cc1	i	i	2	-2	i	i	i	3	3	-11	i
CC(=O)c1ccc(NC(=S)NC(=O)/C=C/c2ccco2)cc1	i	i	10	-2	i	i	i	1	7	-3	i
Cn1c(NC(=O)c2ccc(F)cc2)c(-c2ccccn2)c(=O)c2ccccc21	i	i	1	-1	i	i	i	-2	.	-4	i
Cc1c(C#N)c2ncn(Cc3ccccn3)c(=O)c2n1-c1ccccc1	i	i	-7	2	i	i	i	3	-4	-3	i
CCn1nc(C)cc1C(=O)N1CCCC(C(=O)c2ccc3ccccc3c2)C1 (centres undefined)	i	i	-1	7	i	i	i	-1	0	-14	i
NS(=O)(=O)c1ccc(NC(=O)c2cc(Cl)ccc2Cl)cc1	i	i	-5	2	i	i	i	1	0	-7	i
CCOc1ccc(NS(=O)(=O)c2ccc(C(=O)N3CCN(c4ncccn4)CC3)cc2)cc1	i	i	0	-2	i	i	i	1	-8	-6	i
COc1ccc(N(CCC#N)C(=O)/C(C#N)=C\c2cccs2)cc1	i	i	9	-1	i	i	i	1	2	-10	i
COc1ccc(N2C(=O)[C@H]3[C@@H](C2=O)C2c4ccccc4C=NN2[C@H]3C(=O)C(C)(C)C)cc1 (some centres undefined)	i	i	-5	2	i	i	i	5	-4	-5	i
CCOC(=O)c1c(NC(=O)Cc2cccs2)sc(C(=O)NC2CCCC2)c1C	i	i	-2	-1	i	i	i	-1	5	-9	i
CC(=O)Nc1nnc(CCS(=O)(=O)c2ccc(C)c(C)c2)s1	i	i	-2	-2	i	i	i	2	23	-10	i
O=C(NCc1ccc(Cl)cc1)C1CCN(c2nnc(N3CCCC3=O)s2)CC1	i	i	-4	-1	i	i	i	0	-2	-10	i
COc1cccc(S(=O)(=O)NCc2ccc(C(=O)Nc3ccc(C)cc3)cc2)c1	i	i	4	-2	i	i	i	1	0	-11	i
C=CCOc1c(Br)cc(/C=N/n2c(CC)n[nH]c2=S)cc1Br	i	i	1	-2	i	i	i	4	-1	-11	i
COC(=O)C1CCN(CC(=O)Nc2ccccc2Sc2ccccc2)CC1	i	i	6	0	i	i	i	1	8	-6	i
COc1cc(C(=O)NCC2CCCO2)ccc1OCc1ccccc1Cl (centres undefined)	i	i	-2	0	i	i	i	3	9	-8	i

(more compounds)
SMILES	KCNQ1 pot	KCNK9 inh	HDAC3 inh	GSK3 alpha inh	KCNQ1 inh	PolyA inh	KCNK3 inh	GSK3B inh	DYRK1A inh	hERG protect	RGS4 pot
Cc1ccc(NC(=O)CC(NCCN2CCOCC2)C(=O)O)cc1Cl (centres undefined)	i	i	1	-3	i	i	i	-3	-2	-10	i
CCOC(=O)C1=C(C)NC(=O)CC1c1cc(OC)c(OC)cc1Br (centres undefined)	i	i	12	0	i	i	i	-1	-3	-6	i
CC(=O)c1ccc(NC(=O)C(=O)c2cn(CC(=O)N3CCCCC3)c3ccccc23)cc1	i	i	4	-1	i	i	i	-2	9	-13	i
COc1cc2c(cc1OC)C(c1ccc(N(C)C)cc1)NCC2 (centres undefined)	i	i	-3	0	i	i	i	3	6	-9	i
CCn1c(-c2ccc(N)cc2)nc2ccccc21	i	i	-28	0	i	i	i	-3	27	0	i

Of the compounds above, these contain a cyano group.
SMILES	KCNQ1 pot	KCNK9 inh	HDAC3 inh	GSK3 alpha inh	KCNQ1 inh	PolyA inh	KCNK3 inh	GSK3B inh	DYRK1A inh	hERG protect	RGS4 pot
Cc1cc(/C=C(\C#N)C(=O)NC2CCCCCC2)c(C)[nH]1	i	i	0	-2	i	i	i	3	-7	-4	i
Cc1c(C#N)c2ncn(Cc3ccccn3)c(=O)c2n1-c1ccccc1	i	i	-7	2	i	i	i	3	-4	-3	i
COc1ccc(N(CCC#N)C(=O)/C(C#N)=C\c2cccs2)cc1	i	i	9	-1	i	i	i	1	2	-10	i
